CD11b adhes enh: enhancers of human CD11b/CD18 binding to fibrinogen | P05107+P11215 | K562 CD11b/CD18 adhesion to fibrinogen, ATPlite luminescence | activation, % at 10 µM | hit rate 0.07% among 93,000;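 active = 10 µM primary screen giving 50% or more activity, confirmed by 40% or more on retest at that dose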; also: strong numbers were not always called active; reference of the scale not given here
Target sequence (P05107 whole entry, looked up, other chains not shown): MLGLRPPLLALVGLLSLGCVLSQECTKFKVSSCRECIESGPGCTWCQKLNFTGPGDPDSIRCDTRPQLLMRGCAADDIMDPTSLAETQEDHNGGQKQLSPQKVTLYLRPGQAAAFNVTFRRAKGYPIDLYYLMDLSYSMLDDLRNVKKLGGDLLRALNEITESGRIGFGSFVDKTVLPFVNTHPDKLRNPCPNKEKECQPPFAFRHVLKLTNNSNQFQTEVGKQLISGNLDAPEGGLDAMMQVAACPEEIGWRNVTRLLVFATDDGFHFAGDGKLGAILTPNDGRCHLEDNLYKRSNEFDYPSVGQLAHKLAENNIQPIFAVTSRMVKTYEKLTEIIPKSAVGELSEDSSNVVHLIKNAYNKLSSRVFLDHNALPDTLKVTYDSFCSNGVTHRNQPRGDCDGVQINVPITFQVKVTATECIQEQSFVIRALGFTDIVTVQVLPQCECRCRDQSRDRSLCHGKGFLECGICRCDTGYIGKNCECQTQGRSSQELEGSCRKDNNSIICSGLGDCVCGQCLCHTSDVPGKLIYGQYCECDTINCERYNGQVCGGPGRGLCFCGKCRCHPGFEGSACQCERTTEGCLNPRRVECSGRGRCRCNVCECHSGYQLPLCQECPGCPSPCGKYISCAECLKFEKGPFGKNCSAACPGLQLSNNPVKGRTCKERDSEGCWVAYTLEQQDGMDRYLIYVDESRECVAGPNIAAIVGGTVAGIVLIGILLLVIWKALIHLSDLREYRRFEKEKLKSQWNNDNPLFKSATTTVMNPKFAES
CD11b adhes inh: inhibitors of human CD11b/CD18 binding to fibrinogen | P05107+P11215 | K562 CD11b/CD18 adhesion to fibrinogen, ATPlite luminescence; Mn2+ added to activate the integrin | inhibition, % at 10 µM | hit rate 0.54% among 93,000;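 active = primary inhibition of 50% or more at 10 µM, then 40% or more on retest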; also: some results filed as inactive read as strong as hits
CYP2C19 act: activators of human cytochrome P450 2C19. recombinant CYP2C19, luciferin-H EGE luminescence; active compounds read high; 0 = fully inhibited enzyme, 1 = untreated enzyme. activation factor at 5 µM. 96,000 tested, under 10 active. AID 1025;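 active = activation factor of at least 2 at 5 µM in the primary screen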;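 also: 0 = wells with 2.5 mM tranylcypromine and 1 = vehicle-only wells; values of inactives mirror those of a sister screen read the other way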
CYP2C19 inh: human CYP2C19 inhibition; P33261; CYP2C19 Supersomes, luciferin-H EGE luminescence, 30 min; inhibition, % at 5 µM; hit rate 21% among 96,000; AID 778;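 active = CYP2C19 inhibition above a set limit at 5 µM in the primary screen, cut at about 50% in these data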;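 also: plate controls were negative control wells for no effect and 2.5 mM tranylcypromine positive control for full effect; values of inactives mirror those of a sister screen read the other way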
PLAP act: human PLAP activation; purified PLAP enzyme, luminescent substrate read-out; active compounds read high; hit rate 1.2% among 96,000; activation fold at 20 µM; P05187; AID 696; in the data active = activation fold above about 2
CYP2C9 act: CYP2C9 (human) activation | P11712 | recombinant CYP2C9, luciferin-H conversion, luminescence; active compounds read high; factor 1 = untreated enzyme, 0 = blocked | activation factor at 5 µM | hit rate 1.4% among 96,000 | AID 1024;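 active = activation factor of 2 or more for CYP2C9 at a 5 µM dose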;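 also: 0 = sulfaphenazole-blocked wells and 1 = vehicle-only wells; values of inactives mirror those of a sister screen read the other way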
CYP2C9 inhib: inhibitors of human CYP2C9; hit rate 20% among 96,000; AID 777; inhibition, % at 5 µM; P11712; CYP2C9 Supersomes, luciferin-H conversion, luminescence;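 active = blocking of liver enzyme CYP2C9 beyond about 50% at 5 µM, limit read from the data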; also: values of inactives mirror those of a sister screen read the other way
MT1-MMP txn act: activates MT1-MMP transcription; HT1080 MT1-MMP promoter luciferase reporter, luminescence, overnight; active compounds read high; activation factor at 10 µM; hit rate 0.16% among 86,000; AID 750;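 active = activation factor of at least 2 for MT1-MMP transcription at 10 µM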
Pyk2 oligo antag: Pyk2 (human) oligomerization antagonism. Q14289. Q293 cells, Pyk2 FERM NanoBiT luminescence; active compounds read low. z-score (the deposit names both 25 µM and 10 µM). hit rate 0.83% among 99,000. AID 1347419;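 active = Z-score of -3 or lower, scaled per plate to the spread of control and sample wells; inactive = z-score above -3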;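 also: negative z-score means lost luminescence so less FERM oligomerization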
The depositor's hits bear a star; . = no result given.

SMILES	CD11b adhes enh	CD11b adhes inh	CYP2C19 act	CYP2C19 inh	PLAP act	CYP2C9 act	CYP2C9 inhib	MT1-MMP txn act	Pyk2 oligo antag
COc1ccc(CCNC(=O)c2nn(C)cc2Cl)cc1	-2	-6	0.3	70*	0.9	1	3	1.2	-0.19
Cc1cc(C)c(NC(=O)CS(=O)CC(=O)NC2CCCc3ccccc32)c(C)c1 (centres undefined)	4	7	1	-4	0.8	1.2	-19	1	0.46
CCC1C(=O)N=C(SCC(=O)Nc2ccc(C(=O)OC)cc2)NC1=O (centres undefined)	0	22	0.9	11	1.2	0.9	11	1.1	0.06
COCCCn1c(SCC(=O)Nc2ccc(C(C)=O)cc2)nc2ccccc2c1=O	1	-2	0	99*	1	0.3	71*	1.7	-1.2
CCN(CC)S(=O)(=O)c1cc(C(=O)Nc2cccnc2)ccc1Cl	-2	-9	1	0	0.9	1	3	.	0.84
Cc1cc(C)cc(OCC(=O)Nc2cccc(C(=O)O)c2)c1	-4	-43	1	-4	1	0.9	8	1.1	0.11
COC(=O)c1ccc2c(=O)n(CC3CCCO3)c(SCC(=O)Nc3ccccc3OC)nc2c1 (centres undefined)	-5	-8	0.8	23	1	0.7	34	1.3	-1.8
Cc1ccc(-n2nc(C)c3c(C)c(CCC(=O)NCc4ccco4)c(C)nc32)cc1	2	0	0.7	29	1.2	0.6	42	1.1	.
CC(C)C(NC(=O)c1ccc(Cl)cc1)C(=O)NC1=NCCS1 (centres undefined)	-6	-1	0.8	23	0.9	0.8	19	.	-0.34
CCC(=O)Nc1ccc(C(=O)Cn2nc(C(=O)O)c3ccccc3c2=O)cc1	41	-8	0.8	25	1.2	0.7	31	1	.
CN1CCN(C(=O)c2cc3nc(-c4ccc(F)cc4)cc(C(F)(F)F)n3n2)CC1	-4	1	1.2	-18	1.3	1.2	-20	1.1	0.81
O=C1OCCC1Sc1nnnn1-c1ccccc1 (centres undefined)	4	8	0.1	88*	1.1	1	-5	1.3	0.36
CC(=O)NS(=O)(=O)c1ccc(NC(=S)NC(=O)C(C)(C)C)cc1	0	12	1	-2	1.1	1.2	-22	.	0.37
CN1C(=O)c2c(sc3c2CCCC3)NC1c1ccccc1O (centres undefined)	50	-31	0.3	74*	1.7	0.1	87*	1.4	.
Cc1cnn(-c2cc(N/N=C/c3ccccc3)ncn2)c1	-1	4	1.2	-15	1	0.8	15	.	-0.47
COc1ccccc1NC(=O)N1CCCC1C(=O)Nc1ccc(NC(C)=O)cc1 (centres undefined)	3	-30	0.9	10	0.9	0.9	9	1.2	0.93
O=C(CSc1ncnc2ccccc12)Nc1ccc(N2CCOCC2)cc1	0	-32	1.2	-16	0.8	1	0	1.1	.
CC(C)CCNC(=O)NC(=O)CSc1nnc(COc2ccccc2Cl)o1	12	-19	0.5	50	0.8	0.5	53*	1.3	0.69
COc1nc(N(C)C)nc(-n2nnc(C(C)=O)c2C)n1	-3	-6	1	2	1.1	0.9	6	1	0.38
O=C(CC1CCCCC1)N1CCCC(c2nc(-c3ccc(S(=O)(=O)N4CCCC4)cc3)no2)C1 (centres undefined)	-6	13	0.7	30	1.6	0.4	60*	.	-0.81
COc1cc(C(=S)N(C)C)ccc1O	.	.	0.8	15	0.9	1.1	-11	1.1	-0.14
O=C(CN1C(=O)COc2ccccc21)NCCN1CCC(Cc2ccccc2)CC1	-2	-16	0.9	12	1.7	1	3	.	1
CCOC(=O)C1CCN(C(=O)CCN2C(=O)C3C4C=CC(C4)C3C2=O)CC1 (centres undefined)	-2	-5	1	-4	0.9	0.8	22	1.1	1
CNC(=O)CSc1nc2nn(-c3ccccc3)c(=O)c-2c2n1CCCCC2	-1	-18	1	3	1	0.9	9	.	0.19
O=C(OCCN1C(=O)c2ccccc2C1=O)c1cc(S(=O)(=O)N2CCOCC2)ccc1F	3	8	0.8	16	1.1	0.8	16	1.2	0.77

Five of the compounds above, with two lines to a compound:
Under each structure – CD11b adhes enh, CD11b adhes inh, CYP2C19 act, CYP2C19 inh, PLAP act, CYP2C9 act, CYP2C9 inhib, MT1-MMP txn act, Pyk2 oligo antag
CCN(CC)S(=O)(=O)c1cc(C(=O)Nc2cccnc2)ccc1Cl
 : -2, -9, 1, 0, 0.9, 1, 3, ., 0.84
Cc1cc(C)cc(OCC(=O)Nc2cccc(C(=O)O)c2)c1
 : -4, -43, 1, -4, 1, 0.9, 8, 1.1, 0.11
COC(=O)c1ccc2c(=O)n(CC3CCCO3)c(SCC(=O)Nc3ccccc3OC)nc2c1 (centres undefined)
 : -5, -8, 0.8, 23, 1, 0.7, 34, 1.3, -1.8
Cc1ccc(-n2nc(C)c3c(C)c(CCC(=O)NCc4ccco4)c(C)nc32)cc1
 : 2, 0, 0.7, 29, 1.2, 0.6, 42, 1.1, .
CC(C)C(NC(=O)c1ccc(Cl)cc1)C(=O)NC1=NCCS1 (centres undefined)
 : -6, -1, 0.8, 23, 0.9, 0.8, 19, ., -0.34

Next part:
SMILES	CD11b adhes enh	CD11b adhes inh	CYP2C19 act	CYP2C19 inh	PLAP act	CYP2C9 act	CYP2C9 inhib	MT1-MMP txn act	Pyk2 oligo antag
CCOC(=O)Cc1csc(NC(=O)CSc2nc(N)c3c(C)c(C)sc3n2)n1	3	10	0.8	19	0.9	0.4	59*	1.1	0.95
COc1cc(S(=O)(=O)N2CCN(C(=O)c3ccccc3F)CC2)c(OC)cc1NC(C)=O	0	-6	1	5	1.2	0.8	23	1.2	0.26
Cc1cccn2c(=O)c(C=Nc3ccccc3)c(NCc3ccco3)nc12	-3	-5	0.9	9	1	1	2	1.2	-0.62
CCOC(=O)C(C(=O)OCC)[C@@H]1CS(=O)(=O)C[C@H]1C(C(=O)OCC)C(=O)OCC	-2	-15	0.6	44	1.5	0.9	8	1.1	-0.53
Cn1c(C(=O)N2CCCC(C(=O)NCCc3ccccc3)C2)cc2sccc21 (centres undefined)	.	.	0.6	41	1.6	1	1	1.2	0.06
COc1ccc(NC(=O)c2cccs2)cc1OC	-1	4	1	0	1.1	1.1	-12	1.2	-0.41
COc1ccc(Br)cc1C1SCCN1S(C)(=O)=O (centres undefined)	1	6	0.5	50	0.9	1	3	1.2	0.24
COc1ccc(Cc2nn[nH]n2)cc1	-1	-5	1	2	1	1	2	1.1	1.2
Cn1nc(-c2ccc(C(=O)NCC3CCCO3)cc2)c2ccccc2c1=O (centres undefined)	-2	6	0.7	29	1.4	0.9	13	1.5	0.92
C=CCN1C(=O)/C(=C/c2ccc(N(C)C)cc2)S/C1=N\c1nnc(CC)s1	38	-10	1.1	-7	0.7	1	2	1	.
COc1cccc(/C=N/Nc2ncnc3scc(-c4ccccc4)c23)c1OC	-3	0	0.8	25	1.7	0.7	27	1.2	-0.54
C=CCn1c(Cc2csc(N)n2)nnc1SCc1ccc(C(=O)OC)cc1	-2	-3	0.1	94*	1	0.3	73*	1.3	0.78
CCOc1ccc(OCC)c(NC(=O)C2COc3ccccc3O2)c1 (centres undefined)	.	.	0.8	17	1.2	1.2	-23	1.1	-0.23
Cc1c(NC(=O)C(C)OC(=O)CNC(=O)c2ccc(C(C)(C)C)cc2)c(=O)n(-c2ccccc2)n1C (centres undefined)	-4	-4	1.1	-10	1.4	0.9	7	1.2	1
CCOc1ccc(C(Nc2ccc(C)cc2)P2(=O)OCCCO2)cc1 (centres undefined)	0	-8	0.8	22	1.1	1.3	-26	1.3	-1.3
Cc1noc(C)c1CSc1nnc2scc(-c3ccc(Cl)cc3)n12	1	1	0.9	8	0.9	1.1	-11	1.1	-0.88
CCOC(=O)N1CCC(NC(=O)C(NC(=O)C2CCC(C)CC2)C(C)CC)CC1 (centres undefined)	-4	-14	0.5	53*	1.5	0.7	26	1	.
COc1ccc(CCNC(=O)C2CCC(CNc3c(N4CCCC4)c(=O)c3=O)CC2)cc1OC (centres undefined)	-6	-9	1	-4	1.5	1	-4	1.2	-0.41
COc1ccccc1NC(=O)CCSc1nnnn1C	3	-11	0.9	7	1.8	1	-3	0.9	0.96
CN(c1ccc(C(=O)Nc2ccc3c(c2)OCCO3)cc1)S(C)(=O)=O	-3	-24	0.6	38	0.9	0.7	34	1.4	-0.33
O=C1c2cccc3cccc(c23)C(=O)N1OS(=O)(=O)c1ccccc1	-1	-2	1	3	1	1.2	-18	.	-1.9
Cn1c(Cc2cccc3ccccc23)nnc1SCC(=O)N1CCN(c2ccccc2)CC1	.	.	0.9	12	1.5	1.7	-68	.	0.83
CCN1/C(=C2\OC(=S)N(C)C2=O)Sc2ccccc21	19	-13	0.8	17	0.9	0.8	17	.	0.3
CCn1c(SCC(=O)Nc2nc(C)cs2)nnc1C(NC(=O)c1ccccc1Cl)C(C)C (centres undefined)	-5	-4	0.5	52*	1.1	0.9	11	1.1	-0.1
NC(=O)c1cc2ccc(O)cc2oc1=Nc1ccccc1	0	7	1.1	-8	1.1	0.9	13	1.2	-1.1

Later entries
SMILES	CD11b adhes enh	CD11b adhes inh	CYP2C19 act	CYP2C19 inh	PLAP act	CYP2C9 act	CYP2C9 inhib	MT1-MMP txn act	Pyk2 oligo antag
COc1ccc2nc(SCC(=O)Nc3ccc(S(=O)(=O)Nc4nccc(C)n4)cc3)[nH]c2c1	-5	24	0.7	29	1.1	0.8	23	.	0.11
CCN1C(=O)/C(=C/c2cccs2)N(C)C1=S	-2	2	0.3	67*	1.1	0.5	51*	1.2	-0.22
CCN1C(=O)CC(C(=O)Nc2ccc(F)cc2)SC1=Nc1ccc2c(c1)OCO2 (centres undefined)	0	-14	1.1	-5	1	0.7	34	0.9	-0.21
COC(=O)c1ccc(C(=O)OC)c(NC(=O)COC(=O)C2CCC(C(C)(C)C)CC2)c1 (centres undefined)	-1	20	0.9	9	1.4	0.7	29	.	-0.18
COc1cc(C)c(S(=O)(=O)NC2CC(C)(C)NC(C)(C)C2)cc1C	-2	-4	0.9	11	1.1	1	-1	1.2	-0.13
CCCC(=O)c1c(NC)cc(C)oc1=O	-1	2	0.9	6	1	1.1	-10	1	0.35
CCc1ccc(N2CC(C(=O)Nc3nnc(CC)s3)CC2=O)cc1 (centres undefined)	-3	25	1.2	-18	1.3	0.7	26	1.6	-0.86
N#Cc1cc2cc3c(cc2nc1N1CCCCC1)OCCO3	0	6	1	-4	0.9	0.9	9	1.5	0.3
Cc1ccc(OC(=O)CCC(=O)OCCCC(F)(F)C(F)(F)F)cc1	0	-1	1.1	-14	0.9	1.1	-7	1.1	0.89
CCC(c1nnc(SCc2nc3ccccc3s2)n1Cc1ccccc1)N(C)C (centres undefined)	2	-6	0.2	81*	1.5	0.3	74*	1.7	0.04
Cc1ccc(C(NC(N)=O)c2ccccc2)cc1 (centres undefined)	9	1	0	97*	1	0.4	63*	1.1	0.21
COc1ccc(NC(=O)c2c(C)oc3c2CCCC3)cc1	-2	-6	0.8	24	1	0.8	15	1.4	0.49
COc1ccc(-c2nc(N)ncc2-c2csc(C)n2)c(O)c1	-3	-5	0.1	87*	1.2	1	3	1.1	-0.68
COC(=O)c1c(C)[nH]c(C)c1-c1ccccc1Cl	-1	8	0.4	61*	1	0.5	47	1.1	-1.1
COc1cc(OC)cc(C(=O)N2CCN(Cc3cccc(F)c3)CC2)c1	-6	-14	0	98*	1.5	1.3	-32	1.1	-0.28
Cc1cc(C(C)(C)C)cc(S(=O)(=O)NCC(=O)O)c1C	3	0	0.9	14	1.4	2.3*	-134	1	-0.75
CCOC(=O)Cc1nnc(NC(=O)COc2ccc(C)cc2)s1	-7	-13	1	2	1.6	0.5	49	1.1	3.1
CC(OC(=O)c1cccs1)C(=O)NCc1ccc2c(c1)OCO2 (centres undefined)	-2	0	0.6	38	0.9	0.3	67*	1.2	0.39
CCN(CC)C(=O)COc1ccc(-c2ccccc2)cc1	0	2	0.6	40	1	0.8	17	1.4	-1.4
CC1CCCC(C)N1C(=O)CSc1nnc(NC(=O)c2cccs2)s1 (centres undefined)	-2	-14	0.9	9	1.1	0.7	25	1.2	0.13

Screens from PubChem.
